# Compound activity (PubChem)
# Polio RdRp inh – inhibitors of poliovirus RNA polymerase binding and polymerization. % elongation, % (compound at 16.7 µg/mL). poliovirus polymerase elongation, fluorescence polarization; stronger effect = lower value. P03300. actives 0.66% (n = 150,000). AID 588519; in the data active means % elongation below about 90%; further: some results filed as inactive read as strong as hits
# Target sequence (P03300 1749-2209 limits assumed): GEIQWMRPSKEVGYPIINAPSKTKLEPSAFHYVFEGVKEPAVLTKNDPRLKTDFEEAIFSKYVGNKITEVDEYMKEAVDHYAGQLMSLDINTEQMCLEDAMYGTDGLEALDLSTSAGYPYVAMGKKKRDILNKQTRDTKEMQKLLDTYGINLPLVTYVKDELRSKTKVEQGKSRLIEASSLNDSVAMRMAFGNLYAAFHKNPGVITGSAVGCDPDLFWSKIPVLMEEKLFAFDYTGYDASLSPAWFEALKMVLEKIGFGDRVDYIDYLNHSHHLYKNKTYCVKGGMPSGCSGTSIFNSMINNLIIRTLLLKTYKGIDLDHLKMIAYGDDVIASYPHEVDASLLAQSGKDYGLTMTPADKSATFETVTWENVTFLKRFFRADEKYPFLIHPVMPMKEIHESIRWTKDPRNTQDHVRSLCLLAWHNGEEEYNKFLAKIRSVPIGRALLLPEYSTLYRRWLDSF
# Polio RdRp inh FP z-score – recorded beside Polio RdRp inh, whose call it bears; z-score; measured here: FP z-score; hits read low
# Starred values were filed as active, the others as inactive. This is a subset; rates above refer to the full screens.
SMILES,Polio RdRp inh,Polio RdRp inh FP z-score
COc1ccc(C(CNC(=O)c2ccccc2)N(C)C)cc1 (stereo not drawn),103.0,0.3
COc1ccc(C=Nc2ccc(C)cc2C)cc1,105.0,0.8
COc1cc(C(=O)OCCCCN2C(=O)c3ccccc3C2=O)cc(OC)c1OC,104.0,0.3
CC(/C=C/c1ccc(Cl)cc1)=N\O,98.0,-0.6
COC(=O)c1ccccc1NC(=O)c1cc2cccnc2n(C)c1=O,109.0,0.4
CCn1c(=O)c2sccc2n2c(CCCC(=O)N3CCN(c4ccc(F)cc4)CC3)nnc12,102.0,-1.4
NC(N)=Nc1nc(-c2ccc(-c3ccccc3)cc2)cs1,103.0,0
Cc1ccc(S(=O)(=O)Nc2ccc(Br)cc2C(NCC(=O)O)c2ccccc2)cc1 (stereo not drawn),103.0,0.6
COC(=O)c1ccc(COC(=O)c2n[nH]c3ccccc23)o1,102.0,-0.2
Cc1cc(=O)oc2cc(OCc3nnc(-c4ccccc4)o3)ccc12,104.0,0.7
Cc1cc(C)nc(-n2nc(C)cc2NC(=O)CNC(C)c2ccccc2)n1 (stereo not drawn),105.0,0.3
CC(=N/O)/C(=N\O)c1ccc(C)o1,104.0,1
COc1ccccc1CNC(=O)c1cnc2sc(N3CCCCC3)nn2c1=O,100.0,-1.5
CCCCN(Cc1ccccc1)S(=O)(=O)c1ccc2c(c1)CCN2C(=O)C1CCC1,114.0,1.4
Cc1nn(CC(=O)NCCSCc2ccco2)c(C)c1Br,100.0,-0.3
O=C(CCc1cn(Cc2ccc(F)cc2)c2ccccc12)NCCc1ccc(Cl)cc1,112.0,1.1
CCOC(=O)N1CCN(C(=O)COc2ccccc2)CC1,102.0,0.2
O=C(CN1CCN(C2CCCCC2)C(=O)C1=O)Nc1ccc(Cl)cc1,112.0,1.4
Cc1cccc(NC(=O)CN2C(=O)COc3ccc(S(=O)(=O)Nc4ccccc4)cc32)c1C,103.0,-1
CC1(C)N=C(c2cccnc2)N(O)C1(O)c1ccccc1 (stereo not drawn),98.0,-0.4
CCOC(=O)c1cc2occc2n1CC(=O)N(C(C)C)C(C)C,103.0,0.3
Cc1ccc(C)c(N2C(=O)N(Cc3ccccc3Cl)C3CS(=O)(=O)CC32)c1 (stereo not drawn),101.0,-0.1
Cn1cnc(S(=O)(=O)Nc2ccccc2N2CCOCC2)c1,104.0,0
Cc1ccc(CSc2oc(-c3cccs3)nc2S(=O)(=O)c2ccc(C)cc2)cc1,108.0,0.8
C=CCc1cccc(Cl)c1OCCSc1ncccn1,101.0,0.2
SMILES,Polio RdRp inh,Polio RdRp inh FP z-score
CCOC(=O)c1cc2c(nc1N)CC(C)(C)OC2,101.0,-0.1
O=C(/C=C/c1ccccc1)NC1CC1,105.0,0.3
Cc1nc(C)c2c(=O)cc(-c3ccccc3)[nH]c2n1,102.0,0.1
CCOC(=O)N1CCc2c(sc3c2c(=O)n(-c2ccc(CC)cc2)c(=O)n3CC(=O)Nc2ccc(C)cc2)C1,105.0,0.2
CCOC(=O)CNc1nc(Oc2ccc(=O)n(C)n2)nc(N(CC)CC)n1,103.0,0
CN(C)S(=O)(=O)c1ccc2oc3nnc(SCCCC(=O)N4CCOCC4)n3c2c1,96.0,-0.4
COc1ccc(-c2nn3cnnc3s2)cc1,100.0,-0.9
C=CCN(C(=O)CSc1cc(=O)n(CC)c2ccccc12)c1ccccc1,104.0,1
CCS(=O)(=O)c1ccc(S(=O)(=O)CC)s1,99.0,-0.1
Cc1ccc(S(=O)(=O)N2CCN(CC(=O)c3c(C)[nH]c4ccccc34)CC2)cc1,101.0,-0.3
COc1ccc(OC)c(CCNC(=O)c2cc3cccc4c3n2CCS4)c1,105.0,-0.5
Cn1cnnc1Sc1nc2ccccc2nc1Cl,98.0,-0.5
CCOC(=O)c1cnc(-c2ccccc2)nc1NCc1ccccc1,105.0,0.2
Cc1ccc(C)c(N2CCN(C(=O)c3nn(C)c4c3CS(=O)(=O)c3ccccc3-4)CC2)c1,112.0,1.1
Cc1ccc(Nc2nc3ccccc3c3nncn23)c(Cl)c1,100.0,-1.5
CC(CNC(=O)c1ccc2c(c1)nc1n2CCCCC1)c1ccccc1 (stereo not drawn),108.0,0
Cc1ccc(-c2nn(CC(=O)Nc3cccc(C(F)(F)F)c3)c(=O)c3ccccc23)cc1,116.0,0.9
Cc1ccc2c(n1)sc1c(O)cc(=O)[nH]c12,103.0,1.6
COc1ccc(-c2nc3ccccc3o2)cc1NC(=O)c1ccc(-c2ccc(C)c(Cl)c2)o1,97.0,-1
O=C(CN1CC(C(=O)N2CCOCC2)Oc2ccccc21)Nc1ccccc1C(=O)NC1CCCC1 (stereo not drawn),114.0,1.8
Cc1nn(-c2ccccc2)c(C)c1/C=C/C(=O)OCC(=O)Nc1c(C#N)oc2ccccc12,98.0,-1.1
O=C(O)c1cccc(S(=O)(=O)N2CCc3ccccc3C2)c1,101.0,-0.5
Cc1csc2sc(C=NCc3cccs3)c(C)c12,101.0,-1
CNC[C@@H](O)c1ccc(O)c(O)c1,100.0,0.1
CC(Sc1nncn1C)C(=O)c1ccc(C(C)(C)C)cc1 (stereo not drawn),103.0,0

# In another format: 4 of the compounds above.
# Value order – Polio RdRp inh	Polio RdRp inh FP z-score
> COc1ccc(-c2nc3ccccc3o2)cc1NC(=O)c1ccc(-c2ccc(C)c(Cl)c2)o1
  97.0	-1
> COc1ccc(OC)c(CCNC(=O)c2cc3cccc4c3n2CCS4)c1
  105.0	-0.5
> Cc1ccc(S(=O)(=O)N2CCN(CC(=O)c3c(C)[nH]c4ccccc34)CC2)cc1
  101.0	-0.3
> CCS(=O)(=O)c1ccc(S(=O)(=O)CC)s1
  99.0	-0.1

# (list continues)
SMILES,Polio RdRp inh,Polio RdRp inh FP z-score
CC(C)CC(=O)n1nc(-c2cccnc2)nc1NCc1ccccc1,103.0,0.3
Cc1cc2nc3s/c(=C/c4ccc5c(c4)OCO5)c(=O)n3c2cc1C,102.0,0.2
Cc1cc2c(cc1C)NC(CC(=O)Nc1ccccc1SC(F)(F)F)C(=O)N2 (stereo not drawn),104.0,-0.3
CC(=O)OC1c2ccccc2C(=O)N1Cc1ccccc1 (stereo not drawn),102.0,0.4
COc1cc(/C=C(\C#N)c2nc3ccccc3[nH]2)cc(Cl)c1OCc1ccccc1Cl,105.0,0.3
CCc1cccc(NC(=O)c2cc3c(s2)-c2ccccc2OC3)c1,104.0,-0.1
Cc1nc(-c2cccc(S(=O)(=O)N3CCC(C(=O)NCc4ccccc4Cl)CC3)c2)no1,107.0,0.1
CCN(CC)S(=O)(=O)c1ccc(Nc2c3c(nc4ccccc24)CCCC3)cc1,103.0,0.4
CNC(=S)N1CCN(c2ccccc2F)CC1,102.0,0
O=C(O)C1CCCNC1 (stereo not drawn),103.0,0.4
Cc1c(CC(=O)NCCc2ccccc2F)c(=O)oc2c(C)c3occ(C(C)(C)C)c3cc12,112.0,0.8
Cc1occc1C(=O)NN1CC(=O)N(C23CC4CC(CC(C4)C2)C3)C1=O,102.0,0.2
CCOc1ccc(CNC(=O)C2CCN(c3nc4ccccc4o3)CC2)cc1,100.0,-0.2
CC(=O)Nc1ccc(-c2nc3cc(C)ccc3o2)cc1,100.0,-0.8
CCCN1C2=C(C(=O)CCC2)C(c2ccc(F)cc2)C2=C1c1ccccc1C2=O (stereo not drawn),101.0,0
Cc1ccc(OCC(=O)NCC(=O)OCc2cc(=O)n3nc(C(C)C)sc3n2)cc1,107.0,0.1
COc1ccc(OC)c2c1sc(=NC(=O)C1CCCCC1)n2C,102.0,0
COc1ccccc1OCc1ccc(C(=O)N2CCc3ccccc3C2)o1,100.0,-0.2
COc1cc(OC)c(NC2=CC(=O)C(=O)c3ccccc32)cc1Cl,100.0,-0.5
COc1ccc2oc(=O)c(C(=O)Nc3ccc(O)cc3)cc2c1,100.0,-0.1
CCc1ccc(NC(=O)c2noc3c2CCCC3)cc1,103.0,0.4
Nc1c(-c2ccccc2)nc2sccn12,94.0,-1.2
CCn1c(-c2ccc3c(c2)OCCO3)cnc1SCC(=O)c1ccc2c(c1)CCN2S(C)(=O)=O,106.0,0.3
Cc1ccc(NS(C)(=O)=O)c(C(=O)c2ccccc2)c1,102.0,0.4
Cc1ccc(C(=O)N=c2c(=O)nc(C)n(-c3ccccc3)n2C)cc1,104.0,0.2
SMILES,Polio RdRp inh,Polio RdRp inh FP z-score
CCOC(=O)c1cccc(NC(=O)Cc2noc3ccccc23)c1,102.0,0.3
Cc1nn(-c2ccccc2)c(C)c1/C=C/C(=O)OCn1nnc2ccccc2c1=O,101.0,0
Cn1c(=O)c2cc(C(=O)NCc3cccs3)sc2c2ccccc21,100.0,-0.5
COc1ccc(NC(=O)c2cc3nc(-c4ccc(C)c(C)c4)cc(C(F)(F)F)n3n2)cc1,104.0,-0.3
COc1ccc(-c2csc(=NCCO)n2-c2ccccc2)cc1,101.0,-0.2
COc1cccc(C2=NS(=O)(=O)N(C)C(C(=O)Nc3cccc(O)c3)=C2)c1,-16.0*,-9*
O=C(/C=C/c1cn(-c2ccccc2)nc1-c1ccccc1)OCC(=O)N1CCCC1,99.0,-0.9
Clc1cc(Cl)c2nsnc2c1,99.0,-0.8
CC(C)c1cnc2c(c1SCC(=O)NCc1ccccc1Cl)c(=O)n(C)c(=O)n2C,115.0,1.5
CN(C(=O)c1cc2c(s1)-c1ccc(Cl)cc1SC2)c1cccc(C(F)(F)F)c1,111.0,0.9
COc1cc(OC)c(C(=O)NCCCN2CCOCC2)cc1OC,102.0,0.6
Clc1nc(CN2CCOCC2)nc2scc(-c3ccccc3)c12,97.0,-0.5
COCC(=O)Nc1ccc(Cl)cc1,100.0,-0.2
Cc1ccc(-c2nc(CS(=O)CC(=O)O)c(C)o2)cc1 (stereo not drawn),104.0,-0.7
O=C(NC1CC1)C1CCN(c2nc3cccnc3s2)CC1,100.0,-0.8
COc1ccc(C(=O)Nc2ccc3oc(-c4ccc5ccccc5c4)nc3c2)cc1Br,104.0,0.2
O=C1C(N2CCCCC2)=C(n2nnc3ccccc32)C(=O)c2ccccc21,103.0,0.4
O=C(Cc1ccccc1F)Nc1ccc(-n2cnnn2)cc1,102.0,0.2
NC(=O)c1cc(N)ccc1N1CCCCC1,108.0,0.5
CCOc1ccc(NC(=O)C(CC)n2nc(-c3ccc(C)c(C)c3)ccc2=O)cc1 (stereo not drawn),108.0,0.2
CC(C)(Oc1ccc(Cl)cc1)C(=O)OCC(=O)N1CCCC1,102.0,-0.1
CCCN1CCN(C(=O)c2cn(Cc3ccccc3)nc2-c2ccccc2OC)CC1,100.0,-0.4
CCOC(=O)/C=C1\SCC(=O)N1CCCCN1C(=O)c2ccccc2C1=O,109.0,1
NC(=O)c1ccc(NC(=O)COc2coc(CN3CCc4ccccc43)cc2=O)cc1,96.0,-2.6
CC(=O)Oc1cccc(-c2nc3cc(C)ccc3o2)c1,106.0,1.4

# Random excerpt: 6 entries already listed
SMILES,Polio RdRp inh,Polio RdRp inh FP z-score
NC(=O)c1cc(N)ccc1N1CCCCC1,108.0,0.5
CC(C)c1cnc2c(c1SCC(=O)NCc1ccccc1Cl)c(=O)n(C)c(=O)n2C,115.0,1.5
Cc1ccc(-c2nc(CS(=O)CC(=O)O)c(C)o2)cc1 (stereo not drawn),104.0,-0.7
O=C(Cc1ccccc1F)Nc1ccc(-n2cnnn2)cc1,102.0,0.2
Clc1cc(Cl)c2nsnc2c1,99.0,-0.8
CC(=O)Oc1cccc(-c2nc3cc(C)ccc3o2)c1,106.0,1.4

# (next part)
SMILES,Polio RdRp inh,Polio RdRp inh FP z-score
CCCn1c2ccccc2c2cnn(CC(=O)NCCc3ccc(C)cc3)c(=O)c21,103.0,-0.8
COc1cccc(CNCCCSc2nnnn2C)c1OC,113.0,1.4
Cc1cccc(N(CC(=O)O)CC(=O)O)c1,103.0,0.4
CCOC(=O)c1[nH]c(C)c(/C(O)=C2\C(=O)C(=O)N(CCN3CCOCC3)C2c2ccco2)c1C (stereo not drawn),101.0,0.1
CCC(CC)C(=O)Nc1nnc(SCc2cc(=O)n3cccc(C)c3n2)s1,104.0,-0.4
O=C1CCCN1S(=O)(=O)c1ccccc1,102.0,0.2
O=C(COc1ccccc1O)NO,99.0,-0.1
O=C(NCc1cccc(Cl)c1)NCc1noc2ccccc12,111.0,0.6
Cc1ccc2nc(NS(=O)(=O)c3ccc(Cl)cc3)c(Nc3ccc(C(=O)O)cc3)nc2c1,107.0,0.5
CCc1ccc(CNc2ccc3c(c2)ncn3C)cc1,101.0,-0.1
S=C(NCCc1c[nH]c2ccccc12)NCCN1CCOCC1,109.0,1.2
CC(C)(C)c1ccc(C(=O)N2CCCc3ccccc32)cc1,102.0,0
O=C1Nc2c(c(=O)[nH]c(=O)n2-c2ccc(F)cc2)C1(NS(=O)(=O)c1ccc(Cl)cc1)C(F)(F)F (stereo not drawn),104.0,-0.2
Cc1ccc(O)c(C(=O)c2cnn(-c3nc(C)cc(=O)[nH]3)c2)c1,100.0,-0.3
Fc1ccc(-n2ncc3c(N4CCN(Cc5ccccc5)CC4)ncnc32)cc1,106.0,-0.1
COc1ccccc1NC(=O)C#Cc1ccccc1,102.0,0.2
Cc1nc2cccnc2n1-c1ccc(CC(=O)NCc2cccs2)cc1,107.0,2.4
Cc1cc(C)nc(SCc2nnc(SCC(=O)Nc3ccc(S(N)(=O)=O)cc3)n2C)n1,99.0,0
CC(C)=CC(=O)Nc1ccccc1C(N)=O,101.0,0.2
C=CCn1c(COc2ccc(CC)cc2)nnc1SCC(=O)/C(C#N)=C(\C)N,104.0,0.2
CC(=O)Nc1ccc(S(=O)(=O)N2CCN(C(=O)c3ncoc3-c3ccccc3)CC2)cc1,101.0,-0.3
Cc1ccc(-n2nc3c(N4CCC(C(=O)NCc5ccccc5Cl)CC4)nnc(C)c3c2C)cc1,106.0,0
c1ccc2sc(NN=C3CCCC3)nc2c1,105.0,0.7
